Diaphorase inh: counter-screen for diaphorase-based assays: diaphorase inhibitors and chemical oxidizers | 190,000 tested, 0.69% active | inhibition, % at 20 µM | diaphorase resazurin-to-resorufin fluorescence, NADH, 16 min; bacterial (C. kluyveri) enzyme, not human | AID 1217;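 active = primary screen inhibition at 20 µM above a set limit, cut at about 50% in these data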;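 also: plate controls were DMSO with full reaction for no effect and wells lacking NADH for full effect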
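System: Bacterial diaphorase enzyme (C. kluyveri) | Incubation: 16-min room-temperature incubation before reading | Benchmarks: No-NADH positive control and DMSO neutral control | Measured by: Resorufin fluorescence 544/590 nm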
G6PDH counter: L. mesenteroides G6PDH inhibition counter-screen; 200,000 tested, 0.12% active; inhibition, % at 5 µM; Purified L. mesenteroides G6PDH, diaphorase/resazurin coupled fluorescence, 45 min; in the data active = inhibition above about 50%
STAT3 act: increases IL-6 driven STAT3 reporter signal. 190,000 tested, 0.91% active. activation (% of control), % at 5.6 µM. U3A cells, IL-6 STAT3-luciferase reporter, luminescence; 100% = signal with IL-6 EC80 alone;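 active = activation above the screen-wide mean of compound activation plus 3 SD, cut at about 130% in these data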;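 also: 0% = background luminescence of wells with medium and substrate only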
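Test system: STAT3-luciferase reporter U3A cells; Detection: reporter luminescence signal; Times: 1 h compound pre-exposure, 6 h IL-6 stimulation, 37 °C; Benchmarks: IL-6-only high control; Also added: IL-6 stimulus at 33 ng/mL final.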
STAT1 inh: reduces IFN-gamma driven STAT1 reporter signal; NIH 3T3 STAT1-luciferase reporter, luminescence; inhibition, % at 5.5 µM; AID 920; 200,000 tested, 0.35% active;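 active = inhibition above a set limit, the mean inhibition across all tested compounds plus 3 SD, cut at about 34% in these data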;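 also: 0% = IFN-gamma with DMSO and 100% = IFN-gamma with 300 µM nifuroxazide; values of inactives mirror those of a sister screen read the other way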
Diaphorase act: activates diaphorase or chemically reduces, flagging diaphorase assay artifacts. Diaphorase/resazurin coupled assay, resorufin fluorescence, 16 min; active compounds read high; 1 = vehicle wells, 0 = NADH-free wells. 190,000 tested, 0.005% active. activation factor at 20 µM;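 active = diaphorase activity raised at least twofold by the compound at 20 µM; inactive = activation factor below 2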
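Material: Clostridium kluyveri diaphorase, purified enzyme; Quantity: enzyme 0.07 U/mL final; Medium: HEPES pH 7.4 buffer with MgCl2 and Tween 20; Dosing: single compound dose of 20 µM, 1% DMSO final; Schedule: 16 min reaction at room temperature; Measured by: red resorufin fluorescence at 544/590 nm excitation/emission.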
STAT1 activator: STAT1 signaling activation | NIH 3T3 STAT1-luciferase reporter, IFN-gamma, luminescence; 100% = IFN-gamma alone, no compound | activation (% of control), % at 5.5 µM | 200,000 tested, 2.6% active | AID 932;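 active = activation above the screen-wide mean activation plus 3 SD, cut at about 130% in these data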;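 also: raw ratio to IFN-gamma control signal so 100% means no change and 0% no light; values of inactives mirror those of a sister screen read the other way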
TLR4 MyD88 comp: blocks binding of human TLR4 to MyD88 | O00206+Q99836 | HeLa CL3-4 TLR4/MyD88 BLA complementation, FRET ratio | inhibition, % at 8.4 µM | 200,000 tested, 0.18% active | AID 861; in the data active = inhibition above about 25%;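 also: 0% = vehicle and 100% = reference inhibitor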
Target sequence (O00206 whole entry, looked up): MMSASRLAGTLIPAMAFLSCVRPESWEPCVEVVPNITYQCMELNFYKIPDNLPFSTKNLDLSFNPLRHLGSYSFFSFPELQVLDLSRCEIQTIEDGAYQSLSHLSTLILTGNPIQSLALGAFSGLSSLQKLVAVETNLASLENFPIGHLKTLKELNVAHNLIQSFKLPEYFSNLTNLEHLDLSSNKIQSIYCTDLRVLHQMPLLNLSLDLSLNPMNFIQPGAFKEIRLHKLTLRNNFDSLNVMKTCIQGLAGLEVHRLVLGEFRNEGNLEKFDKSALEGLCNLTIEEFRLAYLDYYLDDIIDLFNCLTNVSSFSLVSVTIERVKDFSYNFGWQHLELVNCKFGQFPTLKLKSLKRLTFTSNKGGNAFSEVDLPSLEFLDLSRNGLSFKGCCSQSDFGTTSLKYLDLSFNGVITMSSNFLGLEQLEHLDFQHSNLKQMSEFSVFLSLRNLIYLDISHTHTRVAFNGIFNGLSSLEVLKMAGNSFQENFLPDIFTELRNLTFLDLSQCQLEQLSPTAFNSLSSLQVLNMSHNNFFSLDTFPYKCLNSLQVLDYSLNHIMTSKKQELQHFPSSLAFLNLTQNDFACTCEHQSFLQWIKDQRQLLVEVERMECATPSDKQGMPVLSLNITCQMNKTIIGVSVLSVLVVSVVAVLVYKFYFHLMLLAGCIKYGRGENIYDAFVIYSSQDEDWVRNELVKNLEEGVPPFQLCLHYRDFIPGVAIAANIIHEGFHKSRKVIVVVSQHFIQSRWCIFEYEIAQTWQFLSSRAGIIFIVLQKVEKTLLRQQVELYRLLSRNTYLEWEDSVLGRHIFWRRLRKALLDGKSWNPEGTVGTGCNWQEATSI
Target sequence (Q99836 whole entry, looked up): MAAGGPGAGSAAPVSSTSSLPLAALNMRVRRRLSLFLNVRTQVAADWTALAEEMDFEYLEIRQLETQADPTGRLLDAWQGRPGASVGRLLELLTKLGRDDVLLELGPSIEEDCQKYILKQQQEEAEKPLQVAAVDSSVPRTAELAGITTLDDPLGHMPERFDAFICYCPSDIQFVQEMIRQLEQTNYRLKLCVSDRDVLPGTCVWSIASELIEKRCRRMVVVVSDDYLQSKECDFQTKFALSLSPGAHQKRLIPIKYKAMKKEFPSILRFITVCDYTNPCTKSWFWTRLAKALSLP
STAT3 blocker: reduces IL-6 driven STAT3 reporter signal | U3A cells, IL-6 STAT3-luciferase reporter, luminescence; host cell line lacks STAT1 | inhibition, % at 5.5 µM | 190,000 tested, 0.89% active | AID 862;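 active = inhibition above the mean inhibition across all screened compounds plus 3 SD, cut at about 44% in these data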;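 also: 0% = DMSO only wells and 100% = 100 µM nifuroxazide control wells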
Hsp70 act: Hsp70 transcriptional activation, primary screen; HeLa Hsp70 promoter luciferase reporter, luminescence; scaled: vehicle 0, proteasome-inhibitor control 100%; activation, % at 10 µM; 200,000 tested, 0.04% active; AID 1203;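 active = activation above the mean across all tested compounds plus 3 SD, cutoff set per campaign, cut at about 5.5% in these data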;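 also: 100% = MG132 at 30 µM as the positive control and 0% = DMSO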
APP 5UTR inh: APP translation inhibition; SH-SY5Y APP 5'UTR-luciferase reporter, luminescence; inhibition, % at 2 µM; 190,000 tested, 0.82% active; AID 1285;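 active = inhibition above a set limit, derived from the sample mean plus 3 SD, cut at about 45% in these data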; also: values of inactives mirror those of a sister screen read the other way
Active calls of the source: *.

SMILES | Diaphorase inh | G6PDH counter | STAT3 act | STAT1 inh | Diaphorase act | STAT1 activator | TLR4 MyD88 comp | STAT3 blocker | Hsp70 act | APP 5UTR inh
CCOC(=O)c1ccccc1NC(=O)c1ccccc1NS(C)(=O)=O | -5.3 | 1.4 | 89.9 | 8.9 | 1.1 | 91.9 | -6.4 | 15.0 | -0.1 | 1.2
CC1CCC2(CC1)NC(=O)N(Cc1nc(-c3ccccc3)no1)C2=O (configuration not stated) | -4.9 | 0.0 | 107.2 | -0.4 | 1 | 100.4 | -0.7 | -4.8 | -0.5 | -3.6
O=C(c1ccc(CNc2c(NC3CCCCC3)c(=O)c2=O)cc1)N1CCc2ccccc21 | -12.9 | -5.4 | 132.5 | 3.7 | 1.1 | 96.7 | -6.8 | -28.3 | 0.5 | -2.8
CC(=O)N1CCc2cc(S(=O)(=O)NCCN3CCC(C)CC3)ccc21 | 7.8 | -5.8 | 92.2 | 2.4 | 0.9 | 101.5 | -3.3 | 9.3 | -0.2 | 16.2
CCOC(=O)CC(=O)Nc1nc2ccccc2s1 | 20.8 | 3.0 | 103.5 | -15.1 | 0.8 | 113.8 | 0.8 | 3.2 | -0.1 | 0.0
O=C(CC1S/C(=N/N=C/c2cccs2)NC1=O)Nc1ccc(Cl)cc1 (configuration not stated) | 4.3 | -11.9 | 101.3 | -6.3 | 1 | 105.7 | 0.6 | -6.7 | -0.4 | 1.5
Cc1nc(SCC(=O)Nc2c(C)n(C)n(-c3ccccc3)c2=O)nc(C)c1C | 15.9 | 7.6 | 95.0 | 8.1 | 0.8 | 92.8 | 10.6 | 8.8 | -0.3 | 4.3
CCCCn1nc2cc(C(=O)NCCc3ccc(C)cc3)ccc2c1OCC | 14.8 | 10.2 | 101.5 | -2.8 | 0.9 | 102.5 | 2.9 | 3.1 | 0.0 | -16.2
Cc1ccc(-c2cc(C(=O)N3CCCC3)no2)cc1 | 4.5 | -15.5 | 39.0 | 29.1 | 1 | 73.0 | 3.3 | 75.8* | -0.3 | -208.1
Cc1ccc2c(CN3CCN(S(=O)(=O)c4ccc5c(c4)OCCO5)CC3)cc(=O)oc2c1C | 20.5 | 2.7 | 83.9 | 5.2 | 0.8 | 95.2 | -3.1 | 23.0 | -0.4 | -4.3
COC(=O)C1=C(C)N(c2ccc(OC)c(OC)c2)C(=O)/C1=C\c1cccs1 | -18.2 | 5.8 | 91.1 | 2.9 | 1.2 | 94.4 | 0.7 | 15.2 | 0.0 | 2.5
Cc1nc(NC(=O)c2ccc(OCC(C)C)cc2)sc1Cc1ccc2c(c1)OCO2 | 8.3 | -0.3 | 102.0 | -6.3 | 0.9 | 102.6 | 0.6 | 2.4 | -0.4 | -14.8
O=C1N=c2ccccc2=C1c1sc(=S)n(CC2CCCO2)c1O (configuration not stated) | 4.0 | 1.6 | 79.6 | -4.5 | 1 | 104.1 | -9.2 | 28.1 | 0.1 | 1.1
O=C1CN(C(=O)c2ccc(F)c(S(=O)(=O)N3CCOCC3)c2)c2ccccc2N1 | 0.9 | 6.7 | 101.0 | 3.0 | 1 | 96.6 | -3.9 | 1.2 | -0.1 | 7.8
Cc1ccc(C(=O)Nc2nc(=O)n(C(=O)c3ccccc3C)s2)cc1 | 16.2 | 4.7 | 104.2 | -19.5 | 0.8 | 118.1 | 7.0 | 1.2 | -0.5 | -11.3
NC(=O)c1ccc(NC(=O)COC(=O)c2c3c(nc4ccccc24)/C(=C\c2cccs2)CCC3)cc1 | 24.5 | 5.4 | 87.2 | -7.4 | 0.8 | 106.5 | -0.7 | 18.4 | -0.5 | 9.1
CSCCC(C(=O)OC1CCOC1=O)N1C(=O)c2ccccc2C1=O (configuration not stated) | 15.9 | 4.5 | 100.7 | -2.9 | 0.8 | 101.6 | 0.6 | 0.8 | -0.2 | 0.3
O=S(=O)(c1ccc(Nc2ccc(-c3ccc4c(c3)OCCO4)nn2)cc1)N1CCCC1 | -5.2 | 6.4 | 95.5 | -18.0 | 1.1 | 116.5 | 3.5 | 10.7 | 0.1 | -30.1
CC(=O)c1sc(-c2ccc(Cl)cc2)nc1C | 5.0 | -1.2 | 92.1 | -38.6 | 0.9 | 133.4* | -6.0 | 18.5 | -0.4 | -36.1
CC(C)C(NS(=O)(=O)c1ccc2c(c1)OCCCO2)C(=O)O (configuration not stated) | 13.7 | 6.8 | 107.7 | -10.0 | 0.9 | 109.1 | -5.3 | -3.0 | -0.3 | -24.3
O=C(NCC(c1cccs1)N1CCOCC1)c1ccc([N+](=O)[O-])cc1 (configuration not stated) | 5.0 | -9.1 | 92.5 | 8.5 | 0.9 | 92.3 | -9.2 | 13.4 | -0.3 | -4.0
Cc1sc(N/N=C/c2cccnc2)nc1-c1ccc(Cl)cc1 | 15.2 | -20.6 | 82.0 | -7.6 | 0.8 | 108.9 | 3.5 | 27.7 | -0.2 | -11.0
O=C(Nc1ccc2oc(-c3cccnc3)nc2c1)c1cc2ccccc2o1 | -8.3 | 4.8 | 77.0 | -6.8 | 1.1 | 106.2 | 9.7 | 29.7 | 0.2 | -6.5
CCn1c(CSCc2ccc(Cl)cc2)n[nH]c1=S | 0.8 | -2.8 | 92.9 | -6.9 | 1 | 105.7 | 1.2 | 11.0 | -0.3 | -1.2
Cn1c(=O)cc(OCCCC(=O)NCCCN2CCN(Cc3ccccc3)CC2)c2ccccc21 | -3.1 | 10.4 | 95.4 | 1.6 | 1 | 98.5 | -9.1 | 6.1 | 0.0 | 1.5
COC(=O)c1ccccc1NC(=O)CSc1nnc(-c2cccc(NC(C)=O)c2)n1C | 10.0 | 4.3 | 93.9 | 7.6 | 0.9 | 93.1 | 2.7 | 13.6 | -0.3 | -2.2
CSc1nc(Cl)cc(N(CCO)CCO)n1 | -13.3 | 6.1 | 110.8 | 2.0 | 1.1 | 98.6 | -5.6 | -2.0 | 0.4 | -8.3
O=C(c1ccc([N+](=O)[O-])cc1)N1CCSC1c1cccc(Cl)c1 (configuration not stated) | 8.0 | 13.5 | 91.8 | 6.0 | 0.9 | 92.9 | 14.5 | 11.9 | -0.1 | 5.0
CCOC(=O)c1c(C)n(-c2ccc(C)cc2)c2c(CC(C)=O)c(Br)c(OC)c(O)c12 | 9.4 | 2.3 | 101.3 | -2.9 | 0.9 | 102.7 | -10.2 | -1.3 | -0.3 | 0.2
COC(=O)C1=C(O)CSC1=Nc1cccc(C(F)(F)F)c1 | 9.0 | 2.0 | 98.7 | 5.1 | 0.9 | 95.3 | -12.8 | 1.1 | -0.2 | -3.5
Cc1nc([N+](=O)[O-])cn1Cc1cccc([N+](=O)[O-])c1 | -11.6 | 4.5 | 102.4 | -7.5 | 1.1 | 104.9 | 6.7 | 0.6 | -0.2 | 23.0
COc1cc(/C=C/C(=O)C2C(=O)C=C(C)OC2=O)cc(OC)c1O (configuration not stated) | 33.6 | -25.3 | 98.7 | -3.6 | 0.7 | 103.2 | 4.6 | 3.7 | -0.2 | 6.5
Cc1cccc(NC(=O)c2sc(Cl)nc2-c2ccccc2)c1 | -6.5 | 7.9 | 96.4 | 0.2 | 1.1 | 99.8 | 5.5 | 9.9 | -0.1 | 12.9
O=C1CC(Nc2ccc(N3CCOCC3)cc2)C(=O)N1C1CCCCC1 (configuration not stated) | 13.5 | 2.9 | 93.0 | -1.8 | 0.9 | 101.3 | 7.0 | 10.5 | -0.2 | -3.8
N#Cc1ccc(CSc2ncnc3c2cnn3Cc2ccccc2)cc1 | 15.4 | 7.4 | 90.0 | 2.8 | 0.8 | 97.4 | -9.5 | 17.0 | -0.3 | 2.5
Cc1cc(C)n(CCc2nc(-c3ccc(C(C)(C)C)cc3)cs2)n1 | 13.0 | -18.5 | 101.7 | 8.7 | 0.9 | 92.1 | 1.0 | -6.5 | -0.3 | 10.9
CSC(=NC#N)N1CCN(c2c(C)cccc2C)CC1 | 15.1 | 9.2 | 89.4 | 2.6 | 0.8 | 95.7 | 17.2 | 18.1 | -0.2 | -14.7
COc1ccccc1CNC(=O)COC(=O)Cc1ccc(Cl)cc1 | 1.1 | 5.0 | 97.2 | 0.0 | 1 | 100.0 | -8.3 | -0.9 | -0.3 | -7.0
Cn1c(=O)c2cc(S(=O)(=O)NCCC(=O)NCCc3ccc(Cl)cc3)ccc2n(C)c1=O | 9.6 | 0.8 | 97.7 | -3.9 | 0.9 | 103.6 | -7.2 | 5.3 | 0.3 | 17.0
Cc1nc(N2CCOCC2)c2oc3ccccc3c2n1 | -8.3 | -4.3 | 100.4 | 3.1 | 1.1 | 97.2 | -19.2 | 3.6 | 0.5 | 5.6
CCCCC/C(=N\NC(=O)Nc1ccccc1)c1ccccc1 | 19.1 | 6.8 | 97.7 | 0.5 | 0.8 | 98.5 | -16.4 | 4.4 | -0.2 | -21.7
C/C(=N\Nc1ncc(Cl)cc1Cl)c1ccc(N2CCOCC2)cc1 | 3.2 | -2.2 | 95.1 | -14.2 | 1 | 111.2 | -6.9 | 9.4 | 0.0 | -62.8
CCOc1ccc(NC(=S)NCCCN2CCOCC2)cc1 | 13.5 | 1.5 | 96.9 | -4.2 | 0.9 | 102.7 | 2.2 | 7.2 | -0.4 | -3.3
N#C/C(=C\c1ccc(F)c(F)c1)C(=O)NC1CCCCC1 | 10.3 | -16.0 | 96.1 | -2.1 | 0.9 | 101.9 | 2.5 | 0.4 | -0.3 | 13.1
Cc1cc(OCC(=O)N(C)C2CCCCC2)ccc1Cl | 11.6 | 0.8 | 83.2 | -26.1 | 0.9 | 121.6 | -4.8 | 23.9 | 0.1 | -142.1
c1ccc(-c2ccc(SCc3cccnc3)nn2)nc1 | -13.3 | 1.6 | 103.5 | -25.5 | 1.1 | 122.4 | 1.5 | -0.7 | 0.8 | -64.3
Cc1cccc2cc(CN(Cc3ccccc3)C(=O)c3cccc(F)c3)c(Cl)nc12 | 24.5 | 3.2 | 103.2 | 2.8 | 0.8 | 97.5 | -10.9 | 4.0 | -0.2 | -17.7
CCOC(=O)NCN1C(=O)C2C3C=CC(C3)C2C1=O (configuration not stated) | -5.9 | 8.3 | 92.0 | 7.6 | 1.1 | 93.0 | 6.0 | 13.5 | -0.1 | 0.4
Clc1ccc(-c2nnc(CSc3nnc(-c4cccs4)n3Cc3ccccc3)o2)cc1 | 32.5 | -1.6 | 86.0 | 10.7 | 0.7 | 90.3 | -2.9 | 19.3 | -0.4 | -2.2

A run of entries from further up, for reference:
SMILES | Diaphorase inh | G6PDH counter | STAT3 act | STAT1 inh | Diaphorase act | STAT1 activator | TLR4 MyD88 comp | STAT3 blocker | Hsp70 act | APP 5UTR inh
CCOC(=O)c1c(C)n(-c2ccc(C)cc2)c2c(CC(C)=O)c(Br)c(OC)c(O)c12 | 9.4 | 2.3 | 101.3 | -2.9 | 0.9 | 102.7 | -10.2 | -1.3 | -0.3 | 0.2
COC(=O)C1=C(O)CSC1=Nc1cccc(C(F)(F)F)c1 | 9.0 | 2.0 | 98.7 | 5.1 | 0.9 | 95.3 | -12.8 | 1.1 | -0.2 | -3.5

Rows were taken by chance; any-hit rate near 6.1%.
